Screens from PubChem.
TRHR ag – activates the human TRH receptor; actives 0.18% (n = 360,000); AID 493084; TRHR cells, calcium flux fluo-8, FDSS agonist mode; P34981; activation, % at 2 µM; also: 0% is about no effect
Target sequence (P34981 whole entry, looked up): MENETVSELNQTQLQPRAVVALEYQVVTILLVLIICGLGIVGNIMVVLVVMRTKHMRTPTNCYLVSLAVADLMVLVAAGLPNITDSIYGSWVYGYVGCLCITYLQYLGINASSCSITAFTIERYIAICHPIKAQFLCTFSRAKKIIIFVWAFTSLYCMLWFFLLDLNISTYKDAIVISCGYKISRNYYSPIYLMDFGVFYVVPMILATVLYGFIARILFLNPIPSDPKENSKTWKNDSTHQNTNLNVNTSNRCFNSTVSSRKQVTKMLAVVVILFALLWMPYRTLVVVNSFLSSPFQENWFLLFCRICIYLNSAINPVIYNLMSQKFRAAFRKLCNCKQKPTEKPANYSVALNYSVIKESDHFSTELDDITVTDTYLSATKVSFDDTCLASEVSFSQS
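Fluo-8-loaded TRHR cells; 10 s baseline, compound added, kinetic Ca2+ fluorescence read 1/s, agonist mode.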
D1 PAM – enhances dopamine response at the human D1 receptor | potentiation, % at 10 µM | actives 0.036% (n = 360,000) | HEK293 TREx D1 cells, calcium flux, dopamine EC20 potentiation | P21728; in the data active = potentiation above about 30%; also: 0% is about no effect
D1 ag – agonists of human D1 dopamine receptor. actives 1% (n = 360,000). activation, % at 2 µM. AID 504660. P21728. HEK293 T-REx D1 cells, calcium flux, agonist mode; also: 0% is about no effect
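Tetracycline-induced HEK293 TREx D1 cells, force-coupled to calcium signalling, were dye-loaded with a no-wash calcium kit. Compound was pin-added after a 10 s baseline. Fluorescence was read kinetically at 1 cycle/s for 180 s, with calcium rises flagged as agonism.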
D2 antagonist – antagonists of human D2 dopamine receptor | AID 485344 | HEK293 TREx D2 cells, calcium flux, dopamine EC80 | actives 2% (n = 340,000) | inhibition, % at 10 µM | P14416; in the data active = inhibition above about 30%; also: 0% is about no effect
Target sequence (P14416 whole entry, looked up): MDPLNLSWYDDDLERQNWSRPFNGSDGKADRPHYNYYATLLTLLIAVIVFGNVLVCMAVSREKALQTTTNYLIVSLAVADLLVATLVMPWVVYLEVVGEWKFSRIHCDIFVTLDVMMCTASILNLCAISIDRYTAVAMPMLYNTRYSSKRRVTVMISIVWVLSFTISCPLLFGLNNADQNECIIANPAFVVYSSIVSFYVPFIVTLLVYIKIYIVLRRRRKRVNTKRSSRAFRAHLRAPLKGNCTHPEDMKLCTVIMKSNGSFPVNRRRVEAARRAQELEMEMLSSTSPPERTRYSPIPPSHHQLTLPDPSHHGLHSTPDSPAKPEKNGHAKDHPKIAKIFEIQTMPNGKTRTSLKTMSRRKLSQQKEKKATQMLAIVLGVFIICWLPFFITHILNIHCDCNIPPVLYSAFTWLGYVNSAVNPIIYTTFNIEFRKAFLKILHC
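Tetracycline-induced HEK293 TREx cells expressing D2 receptor forced-coupled to calcium signalling, loaded with no-wash calcium dye. Compounds added and calcium flux read 180 s, then dopamine added at EC80 and read a further 180 s.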
D1 antag – human D1 dopamine receptor antagonism | P21728 | HEK293 TREx D1 cells, calcium flux, dopamine EC80; active compounds read low | activity change, negative = inhibition, % at 10 µM | actives 3.2% (n = 360,000) | AID 504652; in the data active = activity change below about -30%; also: % is scaled to controls: 0 for no effect and ±100 for the full control effect
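Calcium flux readout: force-coupled, inducible Hek293 Trex D1 line, cells induced overnight at 30 C with tetracycline, dye-loaded 30–90 min at RT. Antagonism scored against EC80 dopamine challenge given 180 s after compound.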
TRHR PAM – allosteric enhancers of human TRH receptor; actives 0.66% (n = 360,000); TRHR cells, fluo-8 calcium fluorescence, EC20 TRH enhancement; enhancement, % at 2 µM; P34981; AID 493056; in the data active = enhancement above about 30%; also: 0% is about no effect
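TRHR-expressing cells loaded with fluo-8 calcium dye were read kinetically (ex 480/em 530) during compound addition, then stimulated with an EC20 of TRH (10 nM final). Enhancement of the Gq-mediated intracellular calcium response was scored.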
RXFP1 antagonist – blocks the human relaxin receptor RXFP1 | Q9HBX9 | HEK293-RXFP1, relaxin-stimulated cAMP HTRF, 30 min; active compounds read low | activity change, negative = inhibition, % at 57.5 µM | actives 0.59% (n = 350,000) | AID 1259400;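 active = activity change of -60% or lower, but not beyond a set lower limit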; also: % is scaled to controls: 0 for no effect and ±100 for the full control effect
D2 potentiator – D2 dopamine receptor (human) potentiation. potentiation, % at 10 µM. HEK293 T-REx D2, calcium flux, EC20 dopamine potentiation. actives 0.34% (n = 340,000);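 active = potentiation over 3 SD above the plate norm, cut at about 30% in these data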; also: 0% is about no effect
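Primary screen. Calcium kinetics in induced HEK293 T-REx D2 cells: compound pre-addition 180 s, EC20 dopamine, 180 s more.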
D2 agonist – D2 dopamine receptor (human) agonism; P14416; HEK293 T-REx D2 cells, calcium flux agonist mode; activation, % at 2 µM; actives 0.53% (n = 340,000); AID 485358;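 active = activation over 3 SD above normal in the single-dose calcium agonist read, cut at about 30% in these data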; also: 0% is about no effect
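Agonism scored from kinetic calcium signal (1 read/sec, 180 s) following compound pin transfer, after a 10 s baseline. Cells: HEK293 Trex line expressing inducible D2 receptor coupled to calcium, dye-loaded after overnight culture at 30 C.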
An asterisk follows results filed as active; nt = not tested or not shown. Rule as the data show it, unless noted: active = activation above about 30%; inactive = the rest.

Molecule	TRHR ag	D1 PAM	D1 ag	D2 antagonist	D1 antag	TRHR PAM	RXFP1 antagonist	D2 potentiator	D2 agonist
O=C(c1cccc([N+](=O)[O-])c1)N1CCN(c2ncccn2)CC1	0.4	-6	1	-11	-11	-1	6	6	-1.8
CCC(NC(=O)Cc1c(C)c2ccc(OC)c(C)c2oc1=O)C(=O)NC(Cc1ccc(Cl)cc1)C(=O)O (stereo unspecified)	0.3	0	2	9	21	9	nt	22	0.4
CCCn1c(C)cc(C(=O)COC(=O)c2ccc(Cl)c(S(=O)(=O)N3CCCC3)c2)c1C	0.0	-10	2	0	-23	1	-6	9	-1.1
Cc1ccc(S(=O)(=O)N2CCC(=O)N(C(COCc3cccc(Cl)c3)C(C)C)CC2)cc1 (stereo unspecified)	-0.2	-2	7	-23	-16	-12	nt	1	0.5
Cc1cccc(N=C(N2CCOCC2)P(=O)(N2CCOCC2)N2CCOCC2)c1	0.4	-3	-2	11	-4	-2	-14	65*	0.3
C=CCn1c(SCC(=O)Nc2ccc(Br)cc2)nc(O)c(CC)c1=O	0.2	-1	5	9	-5	-1	10	1	0.1
CN(Cc1ccccc1)c1ccc(S(=O)(=O)N2CCOCC2)cn1	0.3	-3	2	nt	-8	9	9	nt	nt
C=CCn1c(SCc2cc(=O)n3ccsc3n2)nc2scc(C3CC3)c2c1=O	0.2	7	1	2	-2	6	-7	-5	1.2
COc1ccc(S(=O)(=O)N2CCC(C(=O)N3CCOCC3)CC2)cc1	1.2	19	3	-1	6	-1	-7	13	0.5
CCc1ccc(-c2cc3c(=O)n(CC(=O)NCCCN4CCN(CC)CC4)nc(C)n3n2)cc1	-0.1	-3	0	-8	1	-6	15	-5	-0.1

Profiles as entered above. Values in the order: TRHR ag	D1 PAM	D1 ag	D2 antagonist	D1 antag	TRHR PAM	RXFP1 antagonist	D2 potentiator	D2 agonist
`CN(Cc1ccccc1)c1ccc(S(=O)(=O)N2CCOCC2)cn1` reads 0.3	-3	2	nt	-8	9	9	nt	nt
`CCc1ccc(-c2cc3c(=O)n(CC(=O)NCCCN4CCN(CC)CC4)nc(C)n3n2)cc1` reads -0.1	-3	0	-8	1	-6	15	-5	-0.1
`O=C(c1cccc([N+](=O)[O-])c1)N1CCN(c2ncccn2)CC1` reads 0.4	-6	1	-11	-11	-1	6	6	-1.8
`COc1ccc(S(=O)(=O)N2CCC(C(=O)N3CCOCC3)CC2)cc1` reads 1.2	19	3	-1	6	-1	-7	13	0.5
`Cc1cccc(N=C(N2CCOCC2)P(=O)(N2CCOCC2)N2CCOCC2)c1` reads 0.4	-3	-2	11	-4	-2	-14	65*	0.3

Carrying on:
Molecule	TRHR ag	D1 PAM	D1 ag	D2 antagonist	D1 antag	TRHR PAM	RXFP1 antagonist	D2 potentiator	D2 agonist
CCN(Cc1ccccc1)C(=O)c1ccc(C(=O)N(CC)Cc2ccccc2)cc1	-0.3	1	4	-12	-62*	-5	-2	-8	0.8
Cc1c(C)n(Cc2ccc(F)cc2)c2ccc(C(=O)N3CCN(c4ccc(Cl)cc4)CC3)cc12	0.3	-3	4	nt	-10	0	-20	-4	-0.3
C=CCOC(=O)C(=O)/C=C/c1c(C)n(C)n(-c2ccccc2)c1=O	0.4	1	-4	-1	-40*	-3	nt	4	-0.3
Cc1noc(C)c1C(=O)OCC(=O)N(C)C1(C#N)CCCCC1	-0.1	2	5	2	12	-3	3	-2	0.6
O=C(Nc1ccc([N+](=O)[O-])cc1)N1CCc2ccccc2C1	-2.0	-8	7	-12	-28	-7	-11	-10	-3.4
Cc1ccc(-c2n[nH]c(=O)c3ccccc23)cc1S(=O)(=O)NCC1CCCO1 (stereo unspecified)	0.5	-8	4	-3	-1	24	22	4	-0.3
CCc1ccc(-c2csc(NC(=O)C3CCCO3)c2C(=O)OC(C)C)cc1 (stereo unspecified)	0.2	-4	5	-7	-2	-6	-1	15	0.7
CCOc1ccccc1NC(=O)Cn1c(=O)c2ccccc2n(CC)c1=O	-1.1	-4	1	1	-3	-11	15	-6	0.6
CCN(CC)c1nc(C#N)cc(-c2ccc(OC)cc2)n1	2.2	1	3	-4	-8	-5	-5	10	0.7
Cc1nc(C(=O)N2CCCC(C(=O)c3ccc(Cl)cc3)C2)cs1 (stereo unspecified)	0.1	-5	0	-8	4	3	11	6	0.1
CC1=C(C(=O)OC2CCCCC2)C(c2ccc(C)o2)C2=C(CC(C)(C)CC2=O)N1 (stereo unspecified)	0.6	-1	0	-9	3	-4	0	-12	-2.9
O=C(NNC(=O)c1ccccc1Cl)c1ccc2c(=O)n3c(nc2c1)CCC3	0.4	1	2	8	-14	-6	7	0	0.2
COc1cccc(CN2CCN(S(=O)(=O)c3ccc(NC(C)=O)cc3)CC2)c1OC	-0.1	-4	4	-4	-27	3	-13	-11	-0.2
COc1cc(OC)cc(OCC(O)Cn2ccnc2C)c1 (stereo unspecified)	0.0	0	1	-5	2	-1	-4	7	-2.3
COC(=O)c1scc(-c2ccc(C)cc2)c1S(=O)(=O)Nc1cc(Cl)c(OC)cc1OC	3.2	-6	5	nt	10	4	nt	-8	-0.8
Cc1cccc(CN2CCN(Cc3nc4c(s3)CCCC4)CC2CCO)n1 (stereo unspecified)	0.3	1	1	9	-1	1	-7	-2	0.1
COc1ccc(NC(=O)C2(c3ccccc3)CCCC2)cc1	-0.4	-3	2	-5	1	-2	-18	3	-1.6
Clc1ccc(NCc2nnc3n2CCCCC3)cc1	0.4	0	0	29	-5	0	6	-9	0.1
Cc1ccc(NC(=O)Cn2cc(C(F)(F)F)cc(Cl)c2=O)cc1S(=O)(=O)N1CCCCC1	0.1	-5	3	nt	-13	-18	-13	nt	nt
O=C(C1CCN(c2nc3ccccc3[nH]2)CC1)N1CCN(c2ccccc2)CC1	-0.2	-2	2	nt	-4	-2	-21	3	nt
COc1cc(C(=O)O)c([N+](=O)[O-])c(OC)c1OC	-0.1	-7	1	4	-8	0	8	3	0.3
CCCCC(CC)CN1C(=O)/C(=C/c2ccncc2)SC1=S (stereo unspecified)	-0.5	1	3	-19	2	2	-7	8	-0.6
COc1ccc(CNC(=O)C2CCC(CNC(=O)[C@@H]3Cc4ccccc4CN3)CC2)cc1 (stereo partly specified)	-0.1	1	3	29	24	0	8	7	1.9
COC(=O)c1ccccc1NC=C1C(=O)OC2(CCCCC2)OC1=O	-0.1	-1	1	27	-10	4	-4	-2	0.1
Cn1c(SCC(=O)Nc2ccc(NC(=O)c3ccccc3F)cc2)nnc1-c1ccncc1	-0.4	-5	7	14	-13	1	3	-5	-0.7
O=C(COC(=O)c1nc(Cl)ccc1Cl)NCc1cccs1	-0.5	0	3	0	6	0	-8	-4	0.2
COCCN(C(=O)COC(=O)c1c(NC(C)=O)sc(C)c1C)c1c(N)n(Cc2ccccc2)c(=O)[nH]c1=O	-0.3	-1	1	-7	23	-3	-33	9	-0.4
C[C@@H](NC(=O)/C(C#N)=C/c1ccc(O)c(O)c1)c1ccccc1	2.5	0	6	-1	7	-1	nt	1	-0.8
CCC(C)NCCCCOc1ccc(C)cc1[N+](=O)[O-] (stereo unspecified)	0.7	-6	1	14	7	5	-7	-12	-1.0
CCOC(=O)NC1c2ccccc2Oc2ccccc21	-1.4	-2	0	9	-33*	-1	-16	-1	-1.0
O=C(CSc1nc2ccccc2s1)N1c2ccccc2Sc2ccc(C(F)(F)F)cc21	2.2	3	4	-23	8	58*	-1	6	0.6
Cc1cc(F)c(F)c(C(=O)N2CCC(C)CC2)c1Cl	-0.1	-5	2	32*	18	-1	-3	-10	-0.5
O=C(/C=C/c1ccc(Br)cc1)N1CCN(c2cccc(C(F)(F)F)c2)CC1	-0.4	2	19	-7	-7	5	nt	10	-0.8
O=C(Nc1ccccc1)c1ccc(COc2ccccc2)cc1	0.1	-1	6	2	7	8	-2	2	0.7
O=C(O)C1CCCCC1C(=O)NCc1cn2ccccc2n1 (stereo unspecified)	-0.2	-3	0	13	5	7	5	-2	-0.2
CN1CCN(C(=O)C2=C[C@@H](c3ccccc3)C[C@@H](OCc3ccc(CO)cc3)O2)CC1	0.3	-3	10	-18	-13	-5	nt	3	-0.4
Cc1cccc(NC(=O)c2nc[nH]c2C(=O)N[C@@H](CC(C)C)C(=O)OCc2ccccc2)c1	1.2	-3	6	8	-10	-5	nt	-5	nt
CC(C)Oc1ccc(C(=O)NN2C(=O)NC3(CCCCC3)C2=O)cc1	-0.3	nt	7	8	-20	-2	-11	-4	-0.2
COc1ccc(N/C=C(\C=C\C#N)S(=O)(=O)c2ccccc2)cc1	-0.1	-5	0	-3	-14	13	9	17	0.8
Cc1ccccc1CSc1ccc(-c2ccc3c(c2)OCO3)nn1	1.7	-4	12	11	3	6	nt	6	1.0
Cc1nc(NC(=O)CSc2ccccc2N)sc1C	-0.4	0	1	-9	-3	-3	-21	-3	1.2
COc1cccc(N2C(=O)C(O)=C(C(C)=O)C2c2ccc(OC)c(OC)c2)c1 (stereo unspecified)	0.7	-2	4	18	nt	-8	-5	-5	-0.4
Cc1ccc(CNC(=O)c2ccc(CSCc3cccc(C)c3)o2)cc1	0.3	-2	14	nt	-21	3	nt	-2	0.8
Cc1ccc(C)c(Nc2nn3c(=O)c4ccc(C(=O)NC5CCCCC5)cc4nc3s2)c1	0.0	-1	-2	nt	-12	3	nt	1	0.6

No enrichment for hits, and some 7.3% of all compounds hit somewhere here.
